IMP-1 inh: IMP-1 metallo-beta-lactamase inhibitors, primary screen, biochemical, epi-absorbance readout, Pseudomonas aeruginosa enzyme; metallo-beta-lactamase IMP-1 (Pseudomonas aeruginosa); hit rate 0.45% among 290,000; purified IMP-1, nitrocefin hydrolysis, epi-absorbance fluorescence; inhibition, % at 5.6 µM;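 active = inhibition above the mean plus 3 SD of all compounds in the same screening run, cut at about 4.5% in these data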;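 note: 0% = IMP-1 with DMSO and 100% = DMSO wells lacking enzyme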
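assay system = purified recombinant IMP-1 metallo-beta-lactamase enzyme | schedule = 15 min preincubation plus 25 min reaction at 25 °C | signal = Epi-absorbance fluorescence, 480 nm excitation, 530 nm emission | read-out basis = percent inhibition from optical density relative to buffer-blank wells | controls = IMP-1 with DMSO as 0%, enzyme-free DMSO as 100%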
p-CIP stab down: p/CIP-EGFP fusion destabilizers, primary screen, fluorescence, F442A cells. Q05BA5. 16 h. decrease of EGFP signal, % at 10 µM. hit rate 0.01% among 290,000. AID 1984, 2009;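 active = EGFP signal decrease of at least 30% at 10 µM or well 3 SD below plate mean, unless failing retest; inactive = the rest, including hits failing retest or dose response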; note: some compounds called inactive have numbers as strong as hits; many of its hits are not listed in these tables
NALP1 yeast inh: NALP1 inflammasome inhibitors in reconstituted yeast, colorimetric, S. cerevisiae, triplicate retest | S. cerevisiae NALP1/ASC/caspase-1 growth, X-gal OD620, 72 h | inhibition, % at 10 µM | hit rate 0.61% among 280,000 | AID 2071, 2009; in the data active = inhibition mostly above about 24%, no sharp cut-off; inactive = mostly below about 32%; note: some compounds called inactive have numbers as strong as hits
VIM-2 inhibitor: VIM-2 metallo-beta-lactamase inhibitors, primary screen, biochemical, epi-absorbance readout, Pseudomonas aeruginosa enzyme. purified VIM-2, nitrocefin hydrolysis, epi-absorbance fluorescence. inhibition, % at 5.6 µM. hit rate 0.89% among 290,000. AID 1527, 2009;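 active = inhibition above the mean of all tested compounds plus 3 SD, cutoff set per screening run, cut at about 7.5% in these data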;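 note: red hydrolysis product quenches plate fluorescence so inhibitors raise well fluorescence; 0% = enzyme with DMSO and 100% = DMSO without enzyme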
IDE cell inh: human IDE inhibitors in live cells, primary screen, fluorescence polarization, HEK cells, FAbetaB substrate; Insulin-degrading enzyme (Homo sapiens), P14735; FAbetaB cleavage; inhibition, % at 5.59 µM; hit rate 0.41% among 320,000;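 active = percent inhibition above the average of all tested compounds plus 3 SD, set per screening campaign, cut at about 16% in these data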;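 note: IDE supplied by intact live HEK cells; FP after avidin binding of uncleaved biotin substrate so inhibition keeps polarization high; 0% = DMSO wells and 100% = 60 µM reference IDE inhibitor Ii1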
IDE act: human IDE activators in live cells, primary screen, fluorescence polarization, HEK cells, FAbeta-B substrate | hit rate 0.073% among 340,000 | Insulin-degrading enzyme (Homo sapiens), P14735 | activation, % at 5.96 µM | FAbeta-B cleavage; 0% vehicle, 100% cell-free pure enzyme wells;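 active = activation above the mean of all tested compounds plus 3 SD, set per screening campaign, cut at about 17% in these data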
GPR7 antagonist: GPR7 receptor antagonists, primary screen, cell-based, fluorescence, single concentration; Neuropeptides B/W receptor type 1 (Homo sapiens), P48145; GPR7-expressing cells, fluorescence antagonist assay; inhibition, % at 4.4 µM; hit rate 1.1% among 290,000; AID 1861, 2009; in the data active = inhibition above about 16%, passing the limit was not always enough;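 note: cells stimulated with the agonist NPW; 0% = agonist with vehicle and 100% = vehicle without agonist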
PfM18AAP inh: PfM18AAP inhibitors, malaria aminopeptidase, primary screen, biochemical, QFRET, recombinant enzyme | hit rate 1.2% among 290,000 | inhibition, % at 7.35 µM | H-Glu-NHMec fluorogenic cleavage | AID 1822, 2009;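 active = inhibition above the campaign mean inhibition over all tested compounds plus 3 SD, cut at about 28% in these data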;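 note: 0% = plate median of test compound wells and 100% = 2 mM ZnCl2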
PHOSPHO1 inh: PubChem AID 1565. Phosphoethanolamine/phosphocholine phosphatase (Homo sapiens), Q8TCT1. recombinant PHOSPHO1, absorbance phosphatase assay. inhibition, % at 13.3 µM. hit rate 1.1% among 290,000; in the data active = inhibition above about 60%
* marks the source's active call; other numbers are inactive results; x = not tested or not shown.

#	Structure	IMP-1 inh	p-CIP stab down	NALP1 yeast inh	VIM-2 inhibitor	IDE cell inh
1	CCCCC(=O)Nc1nn(CC)c2nc3c(C)cccc3cc12	-1.8	-1	-5	-3.0	2
2	CC(C)NC(=O)C1CCCN(c2nnc(-n3cccc3)s2)C1 (stereo unspecified)	-5.0	-8	-6	0.0	6
3	COc1ccc(-c2cc3c(=O)n(CC(=O)Nc4cccc(Cl)c4)ncn3n2)cc1	-1.6	12	14	-6.4	6
4	CC1(c2ccc3ccccc3c2)NC(=O)N(CC(=O)N2CCN(S(=O)(=O)c3ccccc3F)CC2)C1=O (stereo unspecified)	-2.2	20	11	-3.6	1
5	CC(=O)CSc1nc2cc3c(cc2cc1C#N)OCCO3	-2.1	-101	0	-1.9	10
6	CC(C)(C)NC(=O)COc1ccc(-c2ccccc2)cc1	-6.9	-9	44	-2.9	4
7	Cc1ccc(SCC(=O)NCC2CCCO2)cc1 (stereo unspecified)	-2.5	0	-4	-6.9	1
8	CCN(CC(=O)NCc1ccc(Cl)cc1)C(=O)CN1C(=O)NC(CC)(c2ccccc2)C1=O (stereo unspecified)	-0.6	-14	11	-1.7	-3
9	O=C(c1ccco1)N1CCN(S(=O)(=O)c2ccc(Oc3ccccc3)cc2)CC1	-2.1	-10	43	-1.4	5
10	N#CCc1c(C#N)c(N)nc(Nc2ccccc2)c1C#N	-2.3	-6	x	-1.4	9
11	O=C(NCCN1CCN(C(=O)Nc2ccccc2)CC1)Nc1ccccc1	0.3	5	-5	-2.8	2
12	c1ccc(NCC2OCc3ccccc3CO2)cc1	-2.7	4	13	0.9	8

#	IDE act	GPR7 antagonist	PfM18AAP inh	PHOSPHO1 inh
1	1	-17	5	36
2	3	-15	2	-15
3	7	-8	-3	12
4	-2	-10	4	14
5	-18	-10	9	-8
6	-1	-10	14	-1
7	4	-1	-2	17
8	-1	-6	-11	-14
9	5	3	-2	-10
10	-2	-4	-12	34
11	1	9	-5	23
12	5	-6	-6	-14

The results go on.
#	Structure	IMP-1 inh	p-CIP stab down	NALP1 yeast inh	VIM-2 inhibitor	IDE cell inh
13	N#Cc1cc([N+](=O)[O-])ccc1NCC1CCCO1 (stereo unspecified)	-3.3	-8	8	-4.4	-5
14	COc1ccc2c(c1)c1c3n2CCN(C)C3=NCC1	-0.4	0	6	1.4	-3
15	CC(=O)c1sc(NC(=O)c2c(F)cccc2F)nc1C	-3.4	-13	9	0.2	-4
16	Cc1ccc(N(CCCCN2C(=O)c3ccccc3C2=O)C(=O)c2cccc([N+](=O)[O-])c2)cc1	-1.8	-10	6	0.3	2
17	COc1ccc(Cc2nnc(NC(=O)C3CCN(C(=O)c4ccco4)CC3)s2)cc1	-2.5	-22	1	-2.5	3
18	CCCCN(CC)CCCNC(=O)c1ccc(CSc2nc3ccncc3[nH]2)cc1	-0.8	3	10	-0.7	-1
19	O=C(O)CCCN1C(=O)C2C3CC(C2C1=O)C1C(c2ccccc2)c2sc(=O)n(-c4ccccc4)c2SC31 (stereo unspecified)	-3.7	11	-11	-2.1	4
20	COC(=O)CC1(C(=O)OC)Oc2ccc(Br)cc2C(=O)N1c1cc(Cl)c(Cl)cc1Cl (stereo unspecified)	-0.2	-7	4	-3.1	-4
21	COC(=O)c1ccc(N(CC(=O)NCC2CCCO2)C(=O)CCC(=O)Nc2cc(C)on2)cc1 (stereo unspecified)	-5.5	2	-1	-4.1	6
22	Cc1nn(C)c(C)c1NS(=O)(=O)c1ccccc1	-3.2	0	-3	-1.1	2
23	C=CCc1ccc(OCC(O)CO)c(OC)c1 (stereo unspecified)	-3.4	13	13	-1.3	-8
24	NNC(=O)c1cc2cc(Oc3ccccc3)ccc2[nH]1	-4.9	-14	-2	-3.8	-4

#	IDE act	GPR7 antagonist	PfM18AAP inh	PHOSPHO1 inh
13	3	-18	-4	31
14	2	-2	-11	20
15	3	-1	0	8
16	3	-8	5	15
17	2	10	-7	27
18	5	-6	-17	-5
19	-8	-5	-1	-7
20	7	-5	-1	21
21	1	-4	-8	-8
22	5	-5	-9	6
23	-5	-8	7	5
24	-6	-27	-2	8

Looked up by structure from the list above (three):
#	Structure	IMP-1 inh	p-CIP stab down	NALP1 yeast inh	VIM-2 inhibitor	IDE cell inh
16	Cc1ccc(N(CCCCN2C(=O)c3ccccc3C2=O)C(=O)c2cccc([N+](=O)[O-])c2)cc1	-1.8	-10	6	0.3	2
23	C=CCc1ccc(OCC(O)CO)c(OC)c1 (stereo unspecified)	-3.4	13	13	-1.3	-8
20	COC(=O)CC1(C(=O)OC)Oc2ccc(Br)cc2C(=O)N1c1cc(Cl)c(Cl)cc1Cl (stereo unspecified)	-0.2	-7	4	-3.1	-4

#	IDE act	GPR7 antagonist	PfM18AAP inh	PHOSPHO1 inh
16	3	-8	5	15
23	-5	-8	7	5
20	7	-5	-1	21

Carrying on:
#	Structure	IMP-1 inh	p-CIP stab down	NALP1 yeast inh	VIM-2 inhibitor	IDE cell inh
25	CCNC(=O)c1ccc(N(C)S(=O)(=O)c2cccs2)cc1	-3.7	-10	-19	-2.1	0
26	CN1C(=O)CC(c2ccco2)Sc2ccccc21 (stereo unspecified)	-3.0	1	-6	-4.3	-4
27	CC(Cc1ccccc1)NC(=O)CC(c1ccccc1)c1ccccc1O (stereo unspecified)	-1.1	5	-4	-1.1	2
28	NC(=O)C1CCCN(C(=O)c2ccc(Cl)cc2)C1 (stereo unspecified)	-1.5	-2	16	-0.1	0
29	O=C(O)CCc1ccc(-c2ccccc2)o1	-5.8	-14	-56	-1.5	2
30	CN(C)c1nc(Cl)nc(N(C#N)CCOc2ccccc2)n1	-3.8	-4	-21	-1.9	6
31	Oc1ccc(/C=N/Nc2cccc(Cl)n2)c(O)c1	-0.3	4	-11	-3.1	3
32	Cc1cc(NC(=O)COC(=O)C(Cc2ccccc2)NC(=O)c2ccco2)no1 (stereo unspecified)	-0.9	-6	24	-1.5	-4
33	Cn1ccs/c1=N\C(=O)Nc1cccc(Cl)c1	-1.7	5	5	-3.1	3
34	CCOC(=O)C(=NCCCN1CCOCC1)NNc1cccc(C(F)(F)F)c1	0.1	-13	9	0.2	0
35	CCc1nc(SCC(=O)O)c2c3c(sc2n1)COC(C)(C)C3	-1.2	1	15	8.1*	x
36	C=CCNCCCCOc1ccc(OCC)cc1	-4.2	-5	0	-2.8	1

#	IDE act	GPR7 antagonist	PfM18AAP inh	PHOSPHO1 inh
25	6	-3	3	13
26	-1	-16	7	25
27	3	-4	1	24
28	4	2	5	26
29	-5	-14	-57	18
30	0	-11	4	-4
31	-1	0	58*	x
32	-4	-1	-13	-10
33	-4	-4	5	22
34	-3	-8	-2	40
35	4	15	-6	18
36	1	-4	-7	1

Printed as active in PfM18AAP inh (from the list above):
#	Structure	IMP-1 inh	p-CIP stab down	NALP1 yeast inh	VIM-2 inhibitor	IDE cell inh
31	Oc1ccc(/C=N/Nc2cccc(Cl)n2)c(O)c1	-0.3	4	-11	-3.1	3

#	IDE act	GPR7 antagonist	PfM18AAP inh	PHOSPHO1 inh
31	-1	0	58*	x

Next compounds.
#	Structure	IMP-1 inh	p-CIP stab down	NALP1 yeast inh	VIM-2 inhibitor	IDE cell inh
37	CCNC(=O)CC1C(=O)N(c2ccc(F)cc2)C(=O)N1Cc1ccccn1 (stereo unspecified)	-3.6	-1	6	-3.1	3
38	COc1ccc(-c2ccc(CCC(=O)O)n2CC(=O)Nc2cccc(OC)c2)cc1	1.8	4	6	1.9	4
39	Cc1nnc(SCC(=O)c2ccc(Cl)cc2)s1	-2.0	-3	12	0.7	3
40	CC1=CCC2(CO)COC(c3ccccc3O)C1C2 (stereo unspecified)	-1.8	-11	0	-3.2	7
41	COc1ccc(-c2cc(C(F)(F)F)n3nc(C)cc3n2)cc1	-1.1	-12	5	-0.2	7
42	CCOC(=O)C1=C(NC(=O)c2ccc(Br)o2)Nc2ccccc2N=C1	-2.3	-2	10	-4.0	10
43	CCOC(=O)C1=C(C)NC(=O)NC1c1c(C)nn(-c2ccccc2)c1Cl (stereo unspecified)	-1.2	18	17	1.2	5
44	COc1ccc(C(=O)N2CCC(n3c(C)nc4cc(F)ccc43)CC2)cc1	-3.4	6	10	-3.2	2
45	CCC(C)/C(C)=N/NC(=O)c1ccccc1OCCOc1ccccc1 (stereo unspecified)	-3.4	0	19	-3.9	6
46	Cc1cc(C)cc(OCC(=O)Nc2cccc(-c3nnc(-c4ccco4)o3)c2)c1	-4.7	-9	36	-2.8	5
47	CCN(CC)S(=O)(=O)c1cccc(C(=O)OCC(=O)C23CC4CC(CC(C4)C2)C3)c1	-4.7	-8	12	-0.2	1
48	COc1cc(NC(=O)C2CCCN(S(=O)(=O)c3ccc4c(c3)CCCN4C(C)=O)C2)cc(OC)c1 (stereo unspecified)	0.0	-5	16	-1.0	0

#	IDE act	GPR7 antagonist	PfM18AAP inh	PHOSPHO1 inh
37	2	-15	4	15
38	-7	18	6	-23
39	-3	-13	2	-112
40	-4	12	-7	-2
41	2	4	1	4
42	0	-16	-3	21
43	-1	5	2	29
44	-1	4	-3	4
45	8	-10	6	-14
46	-1	-1	-10	-10
47	9	-8	-2	-7
48	0	3	5	60

The list goes on:
#	Structure	IMP-1 inh	p-CIP stab down	NALP1 yeast inh	VIM-2 inhibitor	IDE cell inh
49	CCCC(c1nnnn1CC1CCCO1)N1CCN(c2cc(Cl)ccc2C)CC1 (stereo unspecified)	1.7	-14	8	1.3	-1
50	COc1ccc(C(=O)NC2CC2)cc1OC1CCN(Cc2ccc(F)cc2)CC1	-1.9	-31	5	-0.1	x
51	CC(=O)c1ccc(NC(=O)Cc2ccsc2)cc1	0.7	-10	13	1.8	-4
52	COc1ccc(/C=c2\s/c(=C(/C#N)C(=O)NCc3ccco3)n(-c3ccccc3)c2=O)cc1	-1.7	-8	19	-0.2	0
53	Cc1cc(C(=O)CSc2nnnn2C)c(C)n1Cc1ccco1	-1.7	-16	7	0.3	1
54	CC(C)NC(=O)c1cc2c(=O)n3ccccc3nc2s1	-3.7	-4	1	-1.0	1
55	Cc1ccc(S(=O)(=O)NC(=O)COc2ccc([N+](=O)[O-])cc2)cc1	-1.6	-16	-4	0.2	1
56	CCOC(=O)c1ccc(NC(=O)C2CC(=O)Nc3nc4ccccc4n32)cc1 (stereo unspecified)	-3.0	5	-2	0.0	7

#	IDE act	GPR7 antagonist	PfM18AAP inh	PHOSPHO1 inh
49	4	0	-5	4
50	3	4	-15	32
51	1	2	-12	9
52	0	-5	-6	-6
53	1	-6	-14	28
54	4	1	7	14
55	-1	-9	-2	19
56	-4	1	-19	-4

Screens (PubChem BioAssay)
